# NR2F2 inh – inhibitors of human COUP-TFII (NR2F2) | HEK293T NGFI-A luciferase reporter, luminescence | AID 686940 | inhibition, % at 8.6 µM | 370,000 tested, 0.7% active;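 active = inhibition above a per-plate cutoff, mean inhibition of test wells between control levels plus 3 SD, cut at about 38% in these data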;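 note: cells cotransfected with COUP-TFII expression vector driving the NGFI-A reporter; 0% = median of COUP-TF2 test wells and 100% = reporter-only cells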
# SRC2 inh – inhibits human steroid receptor coactivator 2 | Q15596 | HEK293 GAL4-SRC2 luciferase reporter, luminescence | inhibition, % at 9 µM | 370,000 tested, 0.17% active | AID 651957;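 active = inhibition above the mean inhibition of all tested compounds plus 3 SD, set per campaign, cut at about 52% in these data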;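 note: 0% = DMSO treated cells and 100% = cells given Gossypol at 36 µM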
# TWEAK-Fn14 inh – TWEAK-Fn14 signaling inhibition | TWEAK-stimulated Fn14 reporter cells, luciferase luminescence, 8 h | inhibition, % at 10 µM | 360,000 tested, 2% active | AID 1159606; in the data active = inhibition above about 50%
# TLR9-MyD88 block – blocks human TLR9 binding to MyD88; CHO BLA complementation TLR9-MyD88, CCF4 FRET ratio; inhibition, % at 4.98 µM; 340,000 tested, 0.21% active; AID 504734;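 active = inhibition above the mean over all tested compounds plus 3 SD, cut at about 21% in these data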;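 note: 0% = DMSO only wells and 100% = clavulanate BLA inhibitor control wells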
# Target sequence (Q99836 whole entry, looked up): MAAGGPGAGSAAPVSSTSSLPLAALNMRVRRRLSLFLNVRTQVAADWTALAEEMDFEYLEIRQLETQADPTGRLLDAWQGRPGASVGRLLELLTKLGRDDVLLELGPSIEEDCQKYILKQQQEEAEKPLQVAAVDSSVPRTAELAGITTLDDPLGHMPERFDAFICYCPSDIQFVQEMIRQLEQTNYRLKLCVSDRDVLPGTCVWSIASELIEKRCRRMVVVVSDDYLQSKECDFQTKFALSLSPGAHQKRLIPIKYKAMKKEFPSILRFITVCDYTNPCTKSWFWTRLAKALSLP
# Target sequence (Q9NR96 whole entry, looked up): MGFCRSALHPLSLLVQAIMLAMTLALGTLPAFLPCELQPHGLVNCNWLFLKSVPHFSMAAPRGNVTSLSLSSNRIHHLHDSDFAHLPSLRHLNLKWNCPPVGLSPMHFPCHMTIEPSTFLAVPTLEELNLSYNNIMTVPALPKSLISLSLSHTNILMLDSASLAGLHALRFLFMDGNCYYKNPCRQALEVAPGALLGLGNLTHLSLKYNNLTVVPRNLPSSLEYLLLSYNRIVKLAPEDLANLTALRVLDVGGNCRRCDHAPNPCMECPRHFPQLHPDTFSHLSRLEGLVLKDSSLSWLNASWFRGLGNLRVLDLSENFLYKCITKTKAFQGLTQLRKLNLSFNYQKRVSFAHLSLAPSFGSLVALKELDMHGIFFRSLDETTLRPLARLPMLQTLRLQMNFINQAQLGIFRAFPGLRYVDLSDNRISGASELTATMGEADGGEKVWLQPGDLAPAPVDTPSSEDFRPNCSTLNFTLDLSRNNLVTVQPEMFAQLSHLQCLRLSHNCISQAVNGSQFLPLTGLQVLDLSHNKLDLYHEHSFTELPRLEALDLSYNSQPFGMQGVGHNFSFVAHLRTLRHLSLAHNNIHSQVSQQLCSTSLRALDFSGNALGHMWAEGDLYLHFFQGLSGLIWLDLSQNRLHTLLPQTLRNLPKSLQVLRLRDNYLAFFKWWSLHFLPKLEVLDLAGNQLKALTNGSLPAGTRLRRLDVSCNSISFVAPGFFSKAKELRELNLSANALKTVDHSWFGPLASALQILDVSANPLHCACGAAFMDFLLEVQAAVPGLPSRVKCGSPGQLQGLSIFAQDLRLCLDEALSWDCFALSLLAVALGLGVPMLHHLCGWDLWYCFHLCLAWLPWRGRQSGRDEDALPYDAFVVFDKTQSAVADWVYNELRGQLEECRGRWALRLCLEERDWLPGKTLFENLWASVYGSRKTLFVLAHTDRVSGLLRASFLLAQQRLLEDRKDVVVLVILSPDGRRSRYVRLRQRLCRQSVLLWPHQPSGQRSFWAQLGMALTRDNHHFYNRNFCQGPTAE
# NOD2-RIPK2 inh – blocks binding of human NOD2 to RIPK2; 360,000 tested, 0.38% active; O43353; inhibition, % at 4.98 µM; CHO BLA complementation NOD2-RIPK2, CCF4 ratio; AID 624267; in the data active = inhibition above about 21%;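 note: 0% = vehicle only and 100% = reference blocker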
# SRC1 inh – inhibits human SRC1 coactivator; HEK293 GAL4-SRC1 luciferase reporter, luminescence; 360,000 tested, 0.12% active; inhibition, % at 3.6 µM; AID 588354; Q15788;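 active = inhibition above the campaign mean plus 3 SD, with each screening campaign given its own cutoff, cut at about 60% in these data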;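 note: 0% = DMSO treated cells and 100% = gossypol at 36 µM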
# EBV LMP1 NFkB – reduces LMP1-driven NF-kappaB luciferase signal | LMP1-induced NF-kappaB luciferase reporter cells, luminescence | inhibition, % at 12.5 µM | 350,000 tested, 0.69% active | AID 504558; in the data active = inhibition above about 41%;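 note: 0% = neutral control wells and 100% = reference inhibitor control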
# NR5A2 inv ag – inverse agonists of human LRH-1 (NR5A2); O00482; HEK293T StAR-luciferase reporter, LRH-1 transfected, 24 h; inhibition, % at 3.6 µM; 360,000 tested, 0.13% active; AID 602396;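 active = inhibition above the mean inhibition of all tested compounds plus 3 SD, cut at about 73% in these data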;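 note: 0% = DMSO wells and 100% = reporter-only cells lacking LRH-1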
# NCOA3 inh – inhibitors of human steroid receptor coactivator 3 (SRC3); AID 588352; 360,000 tested, 0.17% active; HEK293 GAL4-SRC3 luciferase reporter, luminescence; inhibition, % at 3.6 µM; Q9Y6Q9;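 active = inhibition above a per-campaign cutoff, the mean of all compounds plus 3 SD, cut at about 60% in these data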;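 note: 0% = DMSO-treated cells and 100% = gossypol-treated cells at 36 µM; higher means less SRC3-driven luciferase light from the GAL4 reporter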
# TRAIL sens C8 – caspase-8 TRAIL sensitization. NB7+C8 cells + TRAIL, ATPlite viability luminescence. inhibition (viability loss, TRAIL sensitization), % at 10 µM. 360,000 tested, 1% active. AID 624354;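 active = compounds causing at least 50% loss of cell viability in the single-dose screen, relative to plate controls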
# TROY NFkB inh – TROY signaling inhibition. inhibition, % at 10 µM. 360,000 tested, 0.98% active. Q293 LMP1-TROYcd NF-kB luciferase reporter, 4 h;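 active = compounds whose plate-normalised and pattern-corrected inhibition of the luciferase reporter signal at the single screening dose is 50% or more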
# * = called active by the depositor; / = no result given. A portion of the library; the hit share may differ from the screen's.
Structure	SRC1 inh	SRC2 inh	NR5A2 inv ag	EBV LMP1 NFkB	NOD2-RIPK2 inh	TLR9-MyD88 block	TWEAK-Fn14 inh	NR2F2 inh	NCOA3 inh	TROY NFkB inh	TRAIL sens C8
CC1(C(=O)NS(=O)(=O)c2ccccc2Cl)CCN1C(=O)CC1CC1 (centres undefined)	-8	-6	14	/	7	/	0	-14	-14	-3	-16
O=C(N/N=C/c1ccccc1C(=O)O)c1cccc(S(=O)(=O)N2CCCCC2)c1	5	-27	7	0	1	6	1	2	1	0	-12
CCC(C)C(N=C1NS(=O)(=O)c2ccccc21)C(=O)N1CCC(C)CC1 (centres undefined)	5	-10	-2	-5	-6	-8	8	2	10	-1	-5
O=C(COC(=O)C1(c2ccc(Cl)cc2)CCCC1)N1CCc2ccccc21	-2	0	19	-2	-10	2	5	-6	5	3	16
COc1cc(OC)nc(/N=C/N(C)C)n1	-6	-17	7	-1	-8	1	-18	15	16	0	-13
CCNS(=O)(=O)c1ccc(NC(=O)c2ccccc2OCC)cc1	-16	2	17	9	-8	-2	8	-4	1	19	13
Cn1c(=O)n(Cc2ccccc2F)c(=O)c2c1nc1n2CCCN1CCc1ccccc1	-13	10	-2	1	-9	-13	22	5	8	-1	10
COC(=O)c1ccccc1S(=O)c1snnc1C (centres undefined)	9	6	-8	10	-7	-15	-22	-25	11	-9	-2
CCOC(=O)N1CCN(C(=O)CN(Cc2ccc(Cl)cc2)S(=O)(=O)c2ccc(C)cc2)CC1	5	7	-13	2	-8	-5	4	-1	11	4	8
COc1ccc(NC(=O)C2CCN(C(=O)c3cccs3)CC2)c(OC)c1	-14	-28	-1	-4	-5	-8	18	-4	9	4	-1
Cc1ccc(CC(=O)NCCN2CCOCC2)cc1	12	-5	5	7	-9	-8	15	-14	13	15	-7
CC(OC(=O)C1CCN(S(=O)(=O)c2ccc(Cl)cc2)CC1)C(=O)NC1CCCCC1C (centres undefined)	1	1	7	-7	-12	-1	-7	12	3	30	-13
COc1cc(C(=O)Nc2ccccc2NC(=O)c2cc(OC)c(OC)c(OC)c2)cc(OC)c1OC	5	-8	22	10	0	-1	-37	24	10	-14	2
O=S(=O)(NC(=NC1CCCCC1)c1ccccc1F)c1ccccc1	-5	-27	7	2	-1	4	63*	-18	-1	-7	8
CN1CCN(C(=O)C2=C[C@H](C3CC3)C[C@H](OCc3ccc(CO)cc3)O2)CC1	-16	-4	5	-10	-7	-5	7	2	-22	1	2
Cc1cccc(C)c1OCC(=O)NNC(=O)CCNC(=O)c1ccco1	-7	-22	-4	-13	-6	4	-5	-9	5	-5	-3
COc1cccc(NC(=O)C(Sc2nnc(Nc3ccccc3C)s2)c2ccccc2)c1 (centres undefined)	9	10	2	3	-9	-1	30	4	16	18	-20
COc1cc(Cl)c(C)cc1NC(=O)Cc1cccs1	15	-1	1	8	2	9	1	23	-14	-13	7
COc1cc2c(cc1OC)CN(C(=O)c1ccc(S(=O)(=O)N(C)c3ccccc3)cc1)CC2	-4	-30	-3	5	0	-3	-21	0	-13	-3	1
CCOc1cc(CNc2ncn[nH]2)ccc1OCC(=O)NC(C)(C)C	-11	-10	25	-3	-2	8	14	0	7	1	-1
O=C(NCc1ccccc1C(F)(F)F)C1CC(c2ccc(C(F)(F)F)cc2)=NO1 (centres undefined)	-7	-12	-6	-1	-2	-14	-13	-5	-17	1	-9
Cc1cc(C)c(S(=O)(=O)NCCCN2CCOCC2)cc1Br	6	9	8	4	-10	7	1	15	29	-6	-4
COc1cc(CC(=O)Nc2sc3c(c2C(N)=O)CCCC3)cc(OC)c1OC	-13	-44	-6	10	-2	4	9	-10	-1	20	-2
CCOCC(=O)Nc1ccc(F)c(F)c1	-13	2	35	5	1	6	3	-6	-15	-11	-2
COc1cc(C)c(CNc2cc(C)cc(C)c2)cc1C	-10	-27	3	-4	-7	0	-10	3	11	-4	-10
CC(=O)Nc1ccc(NC(=O)CNC(=O)COc2ccccc2)cc1	6	24	0	-6	2	-5	-13	9	-5	-5	15
CCC(C)(C)n1nnnc1C(c1cc2cc(C)ccc2[nH]c1=O)N1CCCc2ccccc21 (centres undefined)	-29	19	1	-19	0	3	1	0	-6	-4	-13
CCN(CC)C(=O)c1ccc(-c2nnc(Nc3cccc(O)c3)c3ccccc23)cc1	-37	-13	10	9	-5	1	19	20	18	-7	-3
CCOC(=O)[C@]12Cc3c(cc(OC)c(OC)c3OC)[C@H]1N(Cc1ccccc1)C(=O)c1cc(OC)ccc12	/	5	18	/	-2	/	41	11	/	22	16
COC(=O)CSc1nc2sc(C)c(C)c2c(=O)n1C	3	-34	13	7	-1	-7	-7	11	7	-1	36
Cc1cccc(-c2nnc(SCC3CNC(=O)O3)n2-c2ccc(Cl)cc2)c1 (centres undefined)	-3	-17	6	1	0	9	-8	-4	11	-10	-3
Cc1ccc2c(c1)C(c1ccc(F)cc1)N(C(=O)c1ccc(S(=O)(=O)N(C)C)cc1)CC(=O)N2 (centres undefined)	9	-54	12	-3	0	5	11	10	-10	9	8
CCCc1cc(=O)oc2c3c(cc(OCC(=O)NCCN4CCOCC4)c12)OC(C)(C)CC3	-40	-19	30	-11	-1	0	18	0	4	-6	20
CS(=O)(=O)c1ccc(C(=O)OCC(=O)N(CCc2ccccc2)Cc2ccccc2)cc1	-11	/	-17	3	8	3	-9	/	-8	2	-16
O=C(NCc1nc2ccccc2[nH]1)C1=C[C@@H](C2CC2)C[C@@H](OCc2ccc(CO)cc2)O1	-5	1	25	5	3	-4	0	14	1	-8	3
CN(C)C(=O)c1ccc(NC(=O)COC(=O)/C=C/c2cccs2)cc1	7	-12	-2	-1	-6	5	-7	-2	6	-32	-3
O=C(Nc1cccc(-c2csc(Nc3ccccc3)n2)c1)c1cc([N+](=O)[O-])cc(C(F)(F)F)c1	-9	-40	-11	-18	-11	-8	10	-13	-7	10	-4
O=C(Nc1ccc(F)cc1F)Nc1ccc(F)cc1F	-47	-7	-62	2	-11	-4	2	-4	-22	-36	15
COc1ccc(Br)cc1C(=O)Nc1ccc(N2CCN(S(C)(=O)=O)CC2)cc1	-12	-24	-8	11	-11	-2	10	-7	-1	7	0
COCc1cc(OC)nc(-c2csc(C)n2)n1	-7	-18	-3	4	0	2	0	3	0	-16	-13
CCn1c(=O)c(=O)[nH]c2cc(C(=O)N3CCN(c4ccccc4F)CC3)ccc21	11	-9	7	5	-2	-1	-3	12	0	30	6
Cc1ccc(S(=O)(=O)N(C)c2ccc(OCC(=O)O)cc2)cc1	-4	8	-17	-3	-2	1	4	-5	3	15	-8
CC(=O)c1ccccc1OCCn1nc(C(=O)O)c2ccccc2c1=O	-3	-6	-1	-11	3	2	-10	0	-4	-6	10
CCN1C(=O)[C@H]2[C@@H](c3ccc(OC)cc3)N3C(=O)CN(CC4CC4)C(=O)[C@@]3(C)[C@H]2C1=O	10	-3	7	-2	-7	-5	-5	-7	19	1	3
CNC(=O)NC(=O)COC(=O)CCCSc1nc2ccccc2s1	17	28	14	9	5	7	59*	19	6	40	-2
Cc1ccc(NC(=O)NNC(=O)C2CC(c3cccnc3)=NO2)cc1 (centres undefined)	-4	-43	11	-10	-19	-15	11	-14	-15	7	-8
CC(c1ccon1)N(C)Cc1c(C(=O)N(C)Cc2ccccc2)nc2ccccn12 (centres undefined)	1	3	5	0	-4	-6	13	20	9	-4	-3
O=C(NCCOc1ccc(Cl)cc1)c1ccc2ccccc2n1	-5	-11	9	-1	0	2	-15	-4	8	-25	4
CCN(CC)S(=O)(=O)c1ccc2nc(NC(=O)c3ccco3)sc2c1	-30	-21	-57	-4	-5	12	-9	-21	-14	-13	8
Cc1ccc(C(=O)OCC(=O)N(C)c2c(N)n(Cc3ccccc3)c(=O)[nH]c2=O)s1	-4	-15	-19	-4	3	-3	7	7	-18	-17	-26
CC(=NOC(=O)C1CCCCC1)c1nccs1	-10	-5	-12	/	-10	/	4	-5	-17	3	1
COc1ccccc1CNc1nc(NCc2cccc(OC)c2OC)c2sccc2n1	13	7	2	/	4	/	76*	20	13	75*	21
O=C1CC(/C=C/c2ccccc2)=Nc2ccccc2N1	-13	-34	-13	-16	5	-2	5	0	-17	-11	-3
O=C(Nc1nc2ccccc2s1)c1c(F)cccc1Cl	-29	-33	-68	-4	16	6	-11	-20	-80	-58	10
COc1ccc(C2(c3ccc(OC)cc3)NC(=O)N(Cn3nnc4ccccc4c3=O)C2=O)cc1	17	5	-20	6	-6	-1	31	9	-3	8	0
Cc1ccc(S(=O)(=O)c2c[nH]c3ccc(Cl)cc3c2=O)cc1	-61	9	16	-9	-13	1	5	-1	17	14	-16
CCCCN(C)CCNC(=S)Nc1ccc2nc(N3CCN(CC)CC3)cc(C)c2c1	5	-11	-20	-35	8	3	-17	5	-5	-6	3
COc1ccc(S(=O)(=O)N2CCCCCC2)cc1C(=O)N(C)Cc1c(F)cccc1Cl	5	15	7	11	-5	0	-11	9	10	-4	14
COC(=O)c1ccc(CNCC(O)COc2ccc(-c3ccccc3)cc2)cc1 (centres undefined)	7	-7	0	3	-3	-13	7	-6	13	-8	-10
Clc1ccccc1CSc1nncn1NC/C=C/c1ccccc1	-4	23	-10	-5	-4	3	5	13	8	-3	0

# Three structures from above, ordered by molar mass, low to high:
Structure	SRC1 inh	SRC2 inh	NR5A2 inv ag	EBV LMP1 NFkB	NOD2-RIPK2 inh	TLR9-MyD88 block	TWEAK-Fn14 inh	NR2F2 inh	NCOA3 inh	TROY NFkB inh	TRAIL sens C8
O=C(Nc1ccc(F)cc1F)Nc1ccc(F)cc1F	-47	-7	-62	2	-11	-4	2	-4	-22	-36	15
CC(=O)c1ccccc1OCCn1nc(C(=O)O)c2ccccc2c1=O	-3	-6	-1	-11	3	2	-10	0	-4	-6	10
O=C(NCc1nc2ccccc2[nH]1)C1=C[C@@H](C2CC2)C[C@@H](OCc2ccc(CO)cc2)O1	-5	1	25	5	3	-4	0	14	1	-8	3

# Additional results:
Structure	SRC1 inh	SRC2 inh	NR5A2 inv ag	EBV LMP1 NFkB	NOD2-RIPK2 inh	TLR9-MyD88 block	TWEAK-Fn14 inh	NR2F2 inh	NCOA3 inh	TROY NFkB inh	TRAIL sens C8
Oc1ccc(C[C@H]2CNCCN2CCc2cccc(F)c2)cc1	-1	-18	-12	4	5	16	3	-6	20	-7	0
COc1cccc(/C=C2/CN(C)CC3=C2OC(N)=C(C#N)C3c2cccc(OC)c2)c1 (centres undefined)	5	30	-21	6	-1	-7	14	7	14	4	-8
CCOc1ccccc1N(CC(=O)NCc1ccncc1)S(=O)(=O)c1ccccc1	7	10	11	1	-5	6	9	-5	7	-5	7
COc1ccccc1NC(=O)C1=C(C)NC(=O)NC1c1ccc(C)cc1 (centres undefined)	-12	10	-23	-9	6	-1	6	11	-13	-9	16
NC(=O)c1ccsc1NC(=O)C1CCN(S(=O)(=O)c2cccs2)CC1	15	9	18	3	-14	-5	-9	14	-15	-1	-3
Cc1cc(F)ccc1S(=O)(=O)N1CCCOC1CNC(=O)C(=O)NCC(C)C (centres undefined)	17	-12	20	-14	-11	2	-3	18	-10	-13	9
O=C(NCc1cc(C(F)(F)F)cc(C(F)(F)F)c1)C1CC(c2ccc(C(F)(F)F)cc2)=NO1 (centres undefined)	-2	-8	15	12	-2	-8	-4	-7	9	-4	0
CSc1nc(=O)n2cccc(C)c2n1	7	-7	26	3	-5	0	10	1	-8	-18	4
